M1 PAM parental: nonselective activator or artifact in parental CHO-K1 calcium assay. ATP EC20, Fluo-8 calcium fluorescence; 0% at ATP EC20, 100% at ATP max. activation, % at 3 µM. hit rate 0.02% among 360,000;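 active = activation above the run cutoff, the mean activation of all test compounds plus 3 SD, cut at about 40% in these data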;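 also: peak over basal fluorescence ratio in a 140 s read after ATP addition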
M1 ag parental: M1 agonist counterscreen hit in parental CHO-K1 cells; Fluo-8 calcium fluorescence; scaled to maximal ATP response, vehicle zero; activation, % at 3 µM; hit rate 0.48% among 360,000; in the data active = activation above about 15%;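 also: untransfected CHO-K1 host cells lacking M1 receptor as counterscreen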
OXTR potentiator: potentiators of human oxytocin receptor; P30559; CHO-OTR cells, Fluo-8 calcium fluorescence, potentiator mode; 0% = oxytocin EC15, 100% = EC100; activation, % at 3 µM; hit rate 0.061% among 320,000; AID 2445;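 active = activation above that plate's cutoff, the mean activation of tested compounds plus 3 SD, cut at about 6.6% in these data, passing the limit was not always enough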;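 also: 100% uses oxytocin at 75 nM as the full agonist control; some results filed as inactive read as strong as hits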
Target sequence (P30559 whole entry, looked up): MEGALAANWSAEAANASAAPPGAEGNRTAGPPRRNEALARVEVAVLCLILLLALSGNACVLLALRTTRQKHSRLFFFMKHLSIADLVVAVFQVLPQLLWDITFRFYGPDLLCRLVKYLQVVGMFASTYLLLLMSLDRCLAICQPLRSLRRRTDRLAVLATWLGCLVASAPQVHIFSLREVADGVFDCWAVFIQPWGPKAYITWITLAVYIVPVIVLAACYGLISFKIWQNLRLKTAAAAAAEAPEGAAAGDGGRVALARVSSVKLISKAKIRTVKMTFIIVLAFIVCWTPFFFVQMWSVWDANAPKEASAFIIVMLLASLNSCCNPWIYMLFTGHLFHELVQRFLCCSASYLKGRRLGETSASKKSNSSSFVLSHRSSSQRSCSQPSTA
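System: human OTR in CHO cells / Also added: sub-maximal oxytocin, roughly EC15 / Control set: EC15 oxytocin low, 75 nM oxytocin high / Schedule: 6 min compound pre-incubation at room temperature, 100 s kinetic read / Compound: single-point 3.0 µM / Replication: singlicate / Technique: Fluo-8 calcium dye fluorescence / Read-out basis: % activation of max/min ratio relative to oxytocin controls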
CHRM1 agonist: agonists of human M1 muscarinic receptor; P11229; CHO-K1 hM1, Fluo-8 calcium fluorescence, agonist mode; 0% DMSO, 100% acetylcholine EC100; activation, % at 3 µM; hit rate 0.33% among 360,000; AID 588814;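 active = activation above the run's mean compound activation plus 3 SD, cut at about 16% in these data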;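 also: peak over basal fluorescence ratio within a 140 s kinetic read after compound addition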
Target sequence (P11229 whole entry, looked up): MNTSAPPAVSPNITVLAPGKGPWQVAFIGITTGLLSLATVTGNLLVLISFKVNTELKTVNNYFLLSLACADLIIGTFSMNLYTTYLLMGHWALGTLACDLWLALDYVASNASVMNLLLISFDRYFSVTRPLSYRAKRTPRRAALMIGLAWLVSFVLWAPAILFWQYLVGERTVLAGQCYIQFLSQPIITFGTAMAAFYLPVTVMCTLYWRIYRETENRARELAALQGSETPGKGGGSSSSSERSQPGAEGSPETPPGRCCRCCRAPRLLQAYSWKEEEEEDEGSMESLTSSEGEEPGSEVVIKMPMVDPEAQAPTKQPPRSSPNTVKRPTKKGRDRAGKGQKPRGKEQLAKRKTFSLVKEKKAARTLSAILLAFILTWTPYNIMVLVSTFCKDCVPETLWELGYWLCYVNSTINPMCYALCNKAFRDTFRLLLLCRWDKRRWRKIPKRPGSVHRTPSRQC
CHO parental Ca: counter-screen for OX1R antagonists: effect in parental CHO cells | parental CHO-K1, ATP-induced calcium, Fluo-8 fluorescence | inhibition, % at 5.6 µM | hit rate 0.63% among 330,000 | AID 463079;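 active = inhibition above that plate's mean sample inhibition plus 3 SD, cut at about 26% in these data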;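 also: 0% = ATP-challenged DMSO wells and 100% = DMSO wells without ATP; some compounds past the cut are filed as inactive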
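Assay system: parental CHO cells; Read-out basis: percent inhibition of ATP-evoked calcium rise, normalized to controls; Benchmarks: ATP and no-ATP DMSO wells; Compound dosing: single nominal dose of 5.6 µM per compound; Signal: Fluo-8 calcium dye fluorescence; Also added: ATP as calcium-mobilizing challenge; Repeats: singlicate.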
TAAR1 ag: human TAAR1 agonism; hit rate 0.99% among 360,000; CHO RD-HGA16 TAAR1, Fluo-8 calcium fluorescence; vehicle wells 0%, saturating PEA agonist 100%; AID 624467; Q96RJ0; activation, % at 3 µM;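 active = activation above the mean activation of all test compounds in the run plus 3 SD, cut at about 38% in these data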
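Signal – calcium-sensitive Fluo-8 signal, excitation 470-495, emission 515-575 nm · System – RD-HGA16 (CHO) cells co-expressing Gα16 and hTAAR1 · Incubation – 17-24 h seeding, 75 min 37 °C dye, 30 min RT · Compound dosing – 3 µM single concentration · Repeats – no replicates (n 1)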
TAAR1 antagonist: human TAAR1 antagonism; Q96RJ0; inhibition, % at 3 µM; CHO RD-HGA16 TAAR1, Fluo-8 calcium fluorescence, antagonist; AID 624466; hit rate 1.5% among 360,000;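 active = inhibition above a per-plate cutoff, the mean inhibition of test compounds on that plate plus 3 SD, cut at about 49% in these data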;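 also: 0% = DMSO plus EC80 beta-PEA response and 100% = DMSO alone without agonist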
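Test system: CHO RD-HGA16 cells bearing hTAAR1 | Reagent: β-PEA, EC80 | Compound dosing: 3 µM, single point | Schedule: Dye loading 75 min at 37 °C, then 30 min room temperature | Signal: Calcium fluorescence with Fluo-8 | Evaluation: Percent inhibition of PEA-evoked calcium signal, max/basal emission ratio | Control set: DMSO-only wells and EC80 β-PEA-stimulated wells | Repeats: Singlicate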
CHRM1 antagonist: antagonists of human M1 muscarinic receptor; CHO-K1 hM1, Fluo-8 calcium fluorescence, ACh EC80 antagonist; inhibition, % at 3 µM; hit rate 1.3% among 360,000; AID 588852;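 active = percent inhibition above its own plate's cutoff, namely the mean of that plate's compound wells plus 3 SD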;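 also: peak over basal fluorescence ratio during 140 s after agonist addition; 0% = ACh EC80 plus DMSO and 100% = DMSO alone without agonist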
CHO-K1 Ca antag: M1 antagonist counterscreen hit in parental CHO-K1 cells; ATP-induced calcium, Fluo-8 fluorescence; inhibition, % at 3 µM; hit rate 0.6% among 360,000; AID 602250;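 active = inhibition above a per-plate cutoff, the plate's mean sample inhibition plus 3 SD, cut at about 24% in these data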;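 also: 0% = DMSO plus EC80 ATP and 100% = DMSO alone without ATP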
* marks the source's active call; other numbers are inactive results; / = no result given.

Order of values: CHO parental Ca, TAAR1 antagonist, TAAR1 ag, CHRM1 agonist, CHRM1 antagonist, CHO-K1 Ca antag, M1 ag parental, M1 PAM parental, OXTR potentiator
O=C(N/N=C/c1c[nH]c2ccccc12)C1COc2ccccc2O1 (stereo not given)
    -1, 36, 9, -5, -4, 2, 1.5, 4, -8
COc1ccc(-c2cn3cccnc3n2)cc1NC(=O)c1cc(OC)c(OC)c(OC)c1
    -9, -19, 3, -4, -15, -6, 1.3, 9, -4
NC1=NC(=O)C(Cc2ccc(Br)cc2)S1 (stereo not given)
    -13, -14, 4, -1, -7, -16, 1.0, 10, 2
CC(C)Oc1cccc(C(=O)C2CCCN(Cc3cnc(N4CCOCC4)s3)C2)c1 (stereo not given)
    -22, 0, 14, -11, -10, 3, 0.8, 0, 1
O=C(O)Cc1csc(NC(=O)c2ccco2)n1
    3, 4, 3, 1, -39, -6, -0.1, 11, -16
O=C(OCC1COc2ccccc2O1)c1ccccc1F (stereo not given)
    -14, 0, 25, -3, -9, -31, 0.7, 16, -4
CC1CCc2cc(F)ccc2N1C(=O)c1ccc2c(c1)OCO2 (stereo not given)
    -13, -4, 7, -4, 0, -9, 0.0, 7, -9
CCCCN1CC(C)(C)Oc2cccc(F)c2S1(=O)=O
    /, -7, -1, -3, 1, -18, -0.1, 8, /
CC1=C(C(=O)c2ccccc2)C(c2cccc([N+](=O)[O-])c2)NC(=S)N1 (stereo not given)
    2, 6, 10, -6, 2, -11, 1.1, 4, -6
O=C(Nc1nccs1)C1C2CC3OC(=O)C1C3C2 (stereo not given)
    -5, 12, 11, -2, -14, -9, 0.4, 13, -7
Cc1cc2c(cc1C)N(C(=O)CSc1nncn1C)C(C)(C)c1ssc(=S)c1-2
    -19, -34, 28, -12, 24, -33, -0.7, 28, -2
COc1ccccc1CCN=C(N)NS(=O)(=O)c1ccc(C)c(C)c1
    -14, -9, 14, -3, -4, 3, 0.4, 8, -11
CCOc1cc(C)cc2oc(=O)cc(-c3ccccc3)c12
    -9, -1, -2, -14, 2, -22, 0.1, 20, -7
COc1ccc2c(c1)c(=O)oc1cc(OCC(=O)N3CCC(C)CC3)ccc12
    -4, /, /, -3, 3, -1, 0.2, -3, -1
Cc1cccc(Nc2ncnc3onc(-c4cccc(Cl)c4)c23)c1C
    -19, 13, 9, -9, 10, -23, -0.5, 10, -6
COc1cc(/C=C/C2=CC(C)(C)NC(=S)N2)cc(OC)c1OC
    1, 7, 0, -5, -5, -6, 0.1, 0, -6
CN(C)Cc1csc(Nc2ccc(C(F)(F)F)cn2)n1
    /, 7, 3, -2, 0, -8, 0.8, 0, /
CCC(C)[C@H](NC(=O)NC1CCCc2ccccc21)C(=O)OC (stereo not given in full)
    -19, -22, -2, -3, -16, 8, 0.0, -13, 0
COc1ccc(CNC(=O)CN(C)Cc2ccccc2F)cc1OC
    -14, -2, -2, -1, -16, -10, 2.5, 1, 0
O=C(CCn1c(=O)c2ccccc2n(CC(=O)NC2CCCC2)c1=O)NCCc1ccc(Cl)cc1
    -6, -3, 0, -1, 5, -30, 0.3, 14, -13
Cc1ccc2nc(SCc3nnc(-c4cccs4)o3)[nH]c2c1
    -9, -13, -1, 0, 10, 14, 0.2, -7, -14
CC(=O)COc1ncn(-c2ccccc2)n1
    -15, -18, 2, -4, 1, 1, 0.2, 7, -12
COc1ccc(-c2ccc3oc(-c4ccsc4)cc3c2)cc1
    -5, 11, 1, -2, -1, -8, 1.4, 7, -4
O=c1[nH]c(/C=C/c2ccccc2F)nc2ccccc12
    /, 4, 0, 0, 15, -2, 0.6, 1, /
COc1ccc(-c2nc3ccccc3c(=O)n2N)cc1
    -6, -5, 5, -2, -2, -4, 1.5, 8, -8
O=S(=O)(NCc1ccccc1)c1ccc(-c2cnc(C3CC3)o2)cc1
    -11, 2, -1, 1, 27, -8, 13, -4, -13
CCc1ccc2c(c1)C(=O)C(=O)N2CCS(=O)(=O)c1ccccc1
    -8, -23, 8, -3, -5, -8, 1.2, 17, 5
CCC(=O)N(NC1=NS(=O)(=O)c2ccccc21)S(=O)(=O)c1ccc(C)cc1
    -2, -13, 10, 1, -14, -17, 1.4, 15, -9
CC1CCCN(Cc2nc3c(c(=O)n(C)c(=O)n3C)n2Cc2c(F)cccc2Cl)C1 (stereo not given)
    -21, 0, -3, -8, -8, -11, 0.4, 19, -2
COc1ccc(C(=O)CC(=O)C(=O)Nc2c(C)cccc2C)cc1
    -14, -10, 5, -6, -13, -11, -0.5, 1, -11
CNC(=S)N(CCO)Cc1cc2cc3c(cc2[nH]c1=O)OCO3
    4, -23, 2, -3, -6, 0, -0.3, 1, -4
O=c1cc(C(F)(F)F)[nH]c2ccccc12
    -3, 8, 2, 0, -9, -3, 0.1, 7, -7
O=C(CSc1ccc([N+](=O)[O-])cc1)NNC(=O)c1ccccc1F
    -7, 10, -4, -2, -16, 16, 2.2, 1, 0
COc1cc(NC(=O)COc2ccccc2)c(OC)cc1NC(C)=O
    -20, 17, 0, -4, 2, -5, 1.0, 12, -16
O=C(CCCc1c[nH]c2ccccc12)N1CCCCCC1
    -4, -3, 16, -6, -2, -3, 2.2, 21, -8
c1ccc(N2CC3COc4ccccc4C3=N2)cc1 (stereo not given)
    /, -3, 2, -5, -16, -13, -0.2, 15, /
C/C(=N\Nc1nc(-c2ccccc2)cs1)c1cccs1
    -16, 26, 2, -3, 3, 0, 0.1, -12, 4
O=C(Nc1ccsc1C(=O)NC1CC1)c1ccccc1
    -9, 22, 11, -3, 1, -5, 1.5, 18, -3
COc1cc(S(=O)(=O)Nc2ccc(C(=O)NCC(=O)O)cc2)ccc1NC(C)=O
    -6, -12, 2, -4, -12, -5, 0.5, 11, -10
CN(C)/C=C/C(=O)c1ccc2noc(-c3ccccc3)c2c1
    -9, 8, -1, -3, -11, -13, 0.5, -2, -13
CCC1(C)CC2(CCCN(CCC(=O)c3ccccc3)C2)CCO1 (stereo not given)
    6, -22, 3, -15, 17, -11, 0.5, 14, -10
O=C(CN1CCN(C(=O)CNC(=O)c2ccc3c(c2)OCO3)CC1)Nc1ccccc1Cl
    -13, 2, 19, -3, 10, -9, 1.2, -4, -5
CN(C(=O)CSc1nnc(N)s1)C1CCCCC1
    1, -4, 1, -1, -8, -7, 1.1, 8, 5
N#C/C(=C\c1ccc(F)cc1)c1nc(-c2ccco2)cs1
    -1, 23, -1, -7, -9, 0, 0.3, 4, -2
COc1ccc(N2C(=O)CN=C2Nc2nc(C)cc(C)n2)cc1
    0, 10, 6, -2, -2, -8, 0.2, 14, -7
Cc1ccc(N2C(=O)N(C(C)C)C(C)(C)CC2(C)O)cc1 (stereo not given)
    -12, -41, -1, -8, 1, 14, -0.3, -11, 5
Cc1cccc(NC(=S)NCCCN2CCOCC2)c1
    -8, -7, 1, -7, -5, -8, 0.9, 22, 2
CCOc1ccc(S(=O)(=O)N2CCCCC2)cc1NC(=O)C1CCCC1
    /, -21, 1, -4, -10, -1, -0.4, 7, /
CCC(=O)NC(c1ccco1)c1cc(Cl)c2cccnc2c1OC (stereo not given)
    -11, 1, 8, -8, 1, -14, 0.2, 4, -1
CC(C)C[C@H](NC(=O)Nc1ccc(S(N)(=O)=O)cc1)C(=O)O
    -5, 2, 6, -2, -7, -11, -0.2, 1, -1
CCc1ccccc1NC(=O)CN1CCN(C(=O)CCC(=O)N2CCC(c3ccccc3)=N2)CC1
    -29, -11, 6, -5, -5, 1, 2.4, 4, -4
CCOC(=O)[C@H]1[C@H]2COc3ccccc3[C@@H]2N2C(=O)CN(CC3CCCO3)C(=O)[C@@]12C (stereo not given in full)
    -9, -3, 6, -2, -3, -16, 0.5, 13, -1
CC(C)c1ccc(NC(=O)CSc2nnc(CN3CCOCC3)n2C)cc1
    -4, 0, -3, -4, 18, -8, -0.1, -25, -1
CC(C)C(=O)Nc1ccc(N2CCCC2)c(Cl)c1
    9, 23, 1, -5, 0, -12, 0.2, 8, -11
COc1ccc(-n2ccnc2SCC(=O)NC2CCCC2)c(OC)c1
    3, 3, 2, -7, -3, -7, 0.1, 3, -4
O=C(Cn1ncc2c(=O)oc3ccccc3c21)N1CCC(N2CCCCC2)CC1
    -4, -6, 3, -6, -11, -8, 1.3, 14, 3
COc1ccccc1CCNC(=O)C(=O)NCCC1CCCCN1S(=O)(=O)c1cccs1 (stereo not given)
    -30, -8, 4, -6, 2, -10, 1.4, 3, -7
O=C1CCc2cc(S(=O)(=O)NCCc3ccccc3)cc3c2N1CC3
    -17, -4, 35, 0, -3, -14, 2.4, 1, -9
CCOC(=O)C1CCN(C(=O)CNC(=O)Cn2c(C)cc3ccccc3c2=O)CC1
    -12, -10, -3, -5, 1, -7, -0.9, -9, 2
CCCN1CCN(C(=O)c2ccc(CS(=O)c3ccc(Cl)cc3)o2)CC1 (stereo not given)
    -11, -7, 1, -5, 2, -10, -0.1, 5, -8

Next structures:
Order of values: CHO parental Ca, TAAR1 antagonist, TAAR1 ag, CHRM1 agonist, CHRM1 antagonist, CHO-K1 Ca antag, M1 ag parental, M1 PAM parental, OXTR potentiator
Nc1ccc(Nc2nc(-c3cccs3)cs2)cc1
    -1, -8, 1, -2, -4, -5, 0.3, 18, 0
O=C(c1ccc(F)cc1)C1CCN(C(=O)c2ccc(Cl)cc2)CC1
    /, -19, 3, -2, -4, 8, 5.3, 2, /
CC(=O)OCc1cc(=O)n(C)c(=O)n1C
    13, 4, 11, -4, 4, -16, 3.0, 8, 6
O=C1c2cc(N3CCCC3)c([N+](=O)[O-])cc2C(=O)N1c1ccccc1
    -4, -4, 1, -4, 0, 7, 0.3, -8, 1
COc1ccc(NC(=O)C2CC(=O)OC23CCOC(C)(C)C3)cc1 (stereo not given)
    -4, -3, 1, -1, 3, -3, 0.2, 18, -11
COc1ccc(CC(=O)n2nc(-c3ccccc3)nc2NCc2ccco2)cc1
    -5, -3, 3, -2, 19, -3, 0.3, 6, -2
Cc1cccc(NC(=O)CN(C)S(=O)(=O)c2cnc[nH]2)c1C
    /, -14, 2, -2, -6, 0, 0.5, -6, /
C[C@@H]1CC[C@]2(C(=O)O)CC[C@]3(C)C(=CCC4[C@]56CC[C@@](O)(OC5)C(C)(C)C6CC[C@]43C)C2[C@H]1C (stereo not given in full)
    -9, /, /, -1, -13, 2, 0.7, -1, -5
